PRMT1 inh: PRMT1 (human) inhibition, primary screen; Q99873; recombinant PRMT1, activity-based probe fluorescence polarization; 1.3% of 370,000 active; AID 652257; inhibition, % at 2.79 µM;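 active means inhibition above about 21% made by adding two undisclosed values, limit read from the data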
ABHD4 inh: ABHD4 (mouse) inhibition, primary FP screen; Q8VD66; purified mABHD4, FP-Rh probe fluorescence polarization; AID 720543; 0.54% of 370,000 active; inhibition, % at 8.92 µM;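 active means inhibition exceeding the mean over every tested compound plus 3 SD, cut at about 30% in these data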;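 further: 0% = plate median of compound wells and 100% = S159A mutant with DMSO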
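Test system: mABHD4 protein | Buffer or medium: HEPES pH 7.0 buffer, 150 mM NaCl, 0.01% Pluronic F-127 | Probe or stimulus: FP-Rh fluorescent activity-based probe, added after compound pre-incubation | Timing: Pre-incubation 45 min, probe exposure 60 min, at 25 °C | Technique: Fluorescence polarization, excitation 525 nm, emission 598 nm, BODIPY TMR filters | Repeats: Single well per compound (singlicate)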
rCAG RNA binder: r(CAG) repeat RNA binding | TO-PRO-1 dye displacement fluorescence | inhibition, % at 3 µM | 1.3% of 370,000 active | AID 651821;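 active means inhibition above the plate cutoff, the mean of all test compounds on that plate plus 3 SD, cut at about 35% in these data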;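 further: 0% = DMSO alone and 100% = 100 µM mitoxantrone as full dye displacement; higher means more dye released from RNA so lower well fluorescence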
LEDGF integ inh: blocks HIV-1 LEDGF/p75-dependent DNA integration; TR-FRET IN-LEDGF/p75 DNA integration, Eu/Cy5; inhibition, % at 3.7 µM; 0.64% of 370,000 active; AID 743269;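 active means inhibition above the screen-wide mean plus 3 SD, cut at about 13% in these data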;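 further: signal is the Cy5 over europium emission ratio at 671 and 618 nm; 0% = plate median of compound wells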
PG9 Ab binder: binds the HIV-1 gp120 antibody PG9; AID 624416; 0.43% of 360,000 active; inhibition, % at 6.7 µM; TR-FRET gp120-PG9 antibody binding; in the data active means inhibition above about 8.5%
TDP2 absorb: TDP2 (human) inhibition, absorbance primary screen | recombinant TDP2, T5PNP hydrolysis, p-nitrophenol absorbance 415 nm | O95551 | inhibition, % at 12.8 µM | 0.34% of 370,000 active;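 active means inhibition above the mean of all tested compounds plus 3 SD, set per campaign, cut at about 25% in these data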;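 further: 0% = DMSO with enzyme and 100% = buffer with substrate but no TDP2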
Target sequence (O95551 whole entry, looked up): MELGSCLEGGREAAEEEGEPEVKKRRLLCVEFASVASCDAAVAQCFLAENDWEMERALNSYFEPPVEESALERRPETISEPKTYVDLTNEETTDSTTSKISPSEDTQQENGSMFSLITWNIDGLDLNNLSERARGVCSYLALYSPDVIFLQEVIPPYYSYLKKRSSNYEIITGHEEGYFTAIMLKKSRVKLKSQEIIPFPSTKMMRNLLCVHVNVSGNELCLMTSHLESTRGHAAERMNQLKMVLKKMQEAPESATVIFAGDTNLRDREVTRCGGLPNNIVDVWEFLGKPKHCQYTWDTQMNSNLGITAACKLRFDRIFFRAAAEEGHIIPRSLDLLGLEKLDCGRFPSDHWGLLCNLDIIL
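Incubation: 2 h at 37 °C; Test system: recombinant human TDP2; Quantity: enzyme 120 nM; Read-out basis: percent inhibition; Medium: 50 mM Tris-HCl pH 7.5 with Mg2+, KCl, DTT, BSA; Repeats: single replicate; Compound: 12.8 µM single point, 1% DMSO; Signal: epi absorbance; Reagent: 5 mM T5PNP chromogenic substrate; Benchmarks: no-enzyme high, DMSO-plus-enzyme low.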
HTRA1 inhibitor: HTRA1 (human) protease inhibition; inhibition, % at 5.96 µM; Q92743; recombinant HTRA1, FP-rhodamine activity-based probe, fluorescence polarization; 0.5% of 340,000 active; AID 504803; in the data active means inhibition above about 36%;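 further: 0% = enzyme with DMSO and 100% = wells lacking enzyme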
SIAE inh: inhibitors of human sialic acid acetylesterase SIAE; inhibition, % at 9.66 µM; Q9HAT2; 0.69% of 370,000 active; SIAE FP-Rh probe binding, fluorescence polarization;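 active means inhibition above a cutoff: mean of compounds within the control limits plus 3 SD of those, cut at about 17% in these data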;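 further: 0% = plate median of compound wells and 100% = probe without SIAE protein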
Target sequence (Q9HAT2 whole entry, looked up): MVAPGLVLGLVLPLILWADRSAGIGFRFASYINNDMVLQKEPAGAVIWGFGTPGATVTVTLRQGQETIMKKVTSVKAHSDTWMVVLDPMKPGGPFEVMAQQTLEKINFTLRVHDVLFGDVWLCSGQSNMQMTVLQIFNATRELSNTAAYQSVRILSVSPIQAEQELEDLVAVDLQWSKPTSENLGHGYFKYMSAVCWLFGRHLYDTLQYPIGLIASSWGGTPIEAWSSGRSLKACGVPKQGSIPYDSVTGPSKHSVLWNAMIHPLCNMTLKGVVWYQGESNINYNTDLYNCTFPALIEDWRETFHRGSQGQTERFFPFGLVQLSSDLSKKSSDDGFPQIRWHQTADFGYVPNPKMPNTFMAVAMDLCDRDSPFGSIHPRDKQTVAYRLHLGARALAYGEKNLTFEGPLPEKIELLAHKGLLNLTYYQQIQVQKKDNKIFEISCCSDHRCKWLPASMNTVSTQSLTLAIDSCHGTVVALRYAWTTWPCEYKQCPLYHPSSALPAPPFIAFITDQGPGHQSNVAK
TCR CD3 inh: inhibitors of human TCR-CD3 interaction; inhibition, % at 9.4 µM; TAMRA-labeled TCR probe fluorescence, biochemical; 0.37% of 360,000 active; in the data active means inhibition above about 19%;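 further: recombinant mutant TCR 2C K166C tagged with TAMRA read by polarization; 0% = receptor in buffer alone and 100% = receptor with positive control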
NR1D1 modulator: modulators of human Rev-erb alpha DNA binding | 0.79% of 370,000 active | AID 1259318 | activity, % at 10 µM | P20393 | Rev-erbα–FITC-DNA binding, fluorescence polarization, 90 min;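 active means activity above about 14%, limit read from the data; passing the limit was not always enough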;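 further: 0% = DMSO wells with 35 nM protein and 100% = DMSO wells with 750 nM protein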
The depositor's hits bear a star; . = no result given. These rows are one share of the data, so the mix of outcomes need not match the whole.

item	structure	PRMT1 inh	ABHD4 inh	rCAG RNA binder	LEDGF integ inh	PG9 Ab binder	TDP2 absorb	HTRA1 inhibitor	SIAE inh	TCR CD3 inh	NR1D1 modulator
1	O=C1CC(C(=O)N(CC2CCCO2)C(C(=O)NC2CCCCC2)c2ccncc2)CS1 (stereo not given)	6	-3	-1	-3	0.9	-3	-3	7	6	-8
2	CC(C)N(C(=O)COC(=O)c1cncc(Br)c1)C(C)C	-3	-2	-2	-3	-0.5	8	-2	5	2	-3
3	CCOC(=O)c1sc(NC(=O)C(CC)Sc2nnc3c4ccccc4n(C(C)C)c3n2)nc1C (stereo not given)	0	-1	5	3	-1.4	15	-12	-3	3	6
4	CCCCC(CC(O)COCCC)c1n[nH]c(=S)n1-c1ccccc1 (stereo not given)	2	3	-6	3	-0.3	-4	6	-1	8	0
5	COCCCn1c(C(C)C)nc2oc3cc(OC)ccc3c(=O)c2c1=O	-2	1	-7	1	-0.8	2	6	1	1	-1
6	CCC(C)c1ccc(S(=O)(=O)N2CCN(S(=O)(=O)c3ccc(NC(C)=O)cc3)CC2)cc1 (stereo not given)	-1	4	2	0	0.8	4	-2	-20	1	-6
7	CC1(C(=O)Nc2ccc3c(c2)OCCO3)CCN1Cc1csc2ccccc12 (stereo not given)	3	4	2	-3	0.6	3	.	-1	5	-1
8	O=S(=O)(/N=C(/Nc1cc(N2CCOCC2)ncn1)c1ccccc1)c1ccccc1	2	4	-2	5	1.2	-7	9	-4	-4	-7
9	Cc1nn(-c2ncc(C(F)(F)F)cc2Cl)c(=O)n1-c1cccc(F)c1	-4	3	1	3	-1.0	-15	0	4	1	0
10	O=C(c1cccc(Cl)c1)N1CCN(CCCc2ccccc2)CC1	-3	4	-1	1	-1.9	14	5	1	0	1
11	Cc1ccc(/C=C/C(=O)Nc2cc(=O)n(C)c(=O)n2C)o1	9	7	3	-2	-3.7	-7	6	0	9	-3
12	CCOC(=O)c1ccc(NC(=O)CCc2nc(-c3cccc(C)c3)no2)cc1	1	-14	2	0	1.0	-12	-70	-1	-8	1
13	O=C(O)CCC(=O)c1ccc(C2CCCCCC2)cc1	3	5	16	-1	-0.3	-5	.	2	-6	-3
14	COC(=O)[C@@]1(Cc2ccccc2)[C@H]2C(=O)N(Cc3ccccc3)C(=O)[C@H]2[C@H]2CN=C(SCc3ccc(C#N)cc3)N21	3	-4	5	-5	-1.9	-10	-22	-2	0	5
15	COc1ccc(C(=O)NCc2ccccn2)cc1[N+](=O)[O-]	-5	-7	4	6	-0.7	-13	2	-7	3	-2

Just TCR CD3 inh (2 entries from above):
| # | molecule | TCR CD3 inh |
| --- | --- | --- |
| 7 | CC1(C(=O)Nc2ccc3c(c2)OCCO3)CCN1Cc1csc2ccccc12 (stereo not given) | 5 |
| 10 | O=C(c1cccc(Cl)c1)N1CCN(CCCc2ccccc2)CC1 | 0 |

Carrying on.
item	structure	PRMT1 inh	ABHD4 inh	rCAG RNA binder	LEDGF integ inh	PG9 Ab binder	TDP2 absorb	HTRA1 inhibitor	SIAE inh	TCR CD3 inh	NR1D1 modulator
16	CCOC(=O)N1C(=O)C2(CCCCC2)N(c2ccccc2Cl)C1=S	-1	2	-9	11	-1.2	-2	-16	2	6	-1
17	COc1ccc(CCNC(=O)CN2c3cccc4cccc(c34)S2(=O)=O)cc1	-1	1	-3	-2	2.1	7	0	-5	-1	-6
18	Oc1ccccc1-c1nc(NCC2CCCO2)c2ccccc2n1 (stereo not given)	-2	1	21	1	-2.0	2	-24	2	12	-3
19	O=S(=O)(Nc1cccc(CO)c1)c1cccs1	5	1	2	3	-1.8	-4	.	1	-2	-4
20	COc1ccc(S(=O)(=O)N2CCCOC2CNC(=O)C(=O)NCCc2ccco2)cc1OC (stereo not given)	1	3	1	-1	-0.2	0	2	-12	5	-3
21	CN1/C(=C\C(=O)COC(=O)CN2C(=O)C3CC=CCC3C2=O)C(C)(C)c2ccccc21 (stereo not given)	4	-24	-5	-1	1.2	-11	5	-3	-4	5
22	Cc1ccc(N(CC(=O)NC(C)C)C(=O)CCC(=O)Nc2ccccn2)c(C)c1	6	3	-2	-2	-0.1	5	-1	4	3	-2
23	O=C(Cc1cccc(C(F)(F)F)c1)NCc1cccnc1	-6	-4	0	-2	-0.5	-7	-3	2	5	3
24	CC(C(=O)OCC(=O)NC1CCCCC1)N1C(=O)c2ccccc2C1=O (stereo not given)	0	-3	-3	0	-0.5	8	5	6	-2	-3
25	COc1ccc(NC(=O)C2(C)Cc3c(-c4ccc(N(C)C)cc4)ccnc3O2)cc1 (stereo not given)	-2	4	4	1	0.4	0	.	8	2	-6
26	C=CCn1cc(C(=O)NCCCOCC)c(=O)c2cc(S(=O)(=O)N(CC)CC)ccc21	0	9	-1	1	0.0	2	3	16	6	3
27	C[C@@]12C(=O)Nc3cc(F)ccc3C(=O)N1[C@H]1c3cc(Br)ccc3OC[C@@H]1[C@@H]2c1ccccc1	-1	-25	11	0	-0.6	10	-74	-49	4	-5
28	Cn1c(SCc2nnc3n2CCCCC3)nc2ccccc21	-4	-1	-6	-4	-1.3	7	-6	-3	3	1
29	O=C(CSc1nncs1)Nc1ccc2[nH]c(=O)[nH]c2c1	-2	0	0	1	-2.6	9	-1	17*	8	5
30	Nc1n[nH]c(CCCO)n1	0	2	-1	25*	-1.7	6	5	-3	3	-7
31	Cc1cc2[nH]c(=O)c(=O)[nH]c2cc1S(=O)(=O)NCc1ccccc1	-5	-9	3	0	-1.8	-13	7	-10	2	2
32	CCCS(=O)(=O)NC(=O)C1(C)CCN(C(=O)c2ccc(SC(F)(F)F)cc2)C1 (stereo not given)	0	4	6	0	-0.8	6	.	-1	9	-8
33	CCn1c(SCc2ccccc2)nc2c(c1=O)SCC2	2	-2	-2	4	1.6	-2	1	6	6	-5
34	O=C(Cc1nc(-c2cnccn2)no1)NNC(=O)Nc1ccccc1	4	3	-1	1	-3.4	4	7	2	-6	0
35	CN1CCC[C@H]1CCNC(=O)c1c(-c2ccsc2)sc2ccccc12	0	4	5	2	-1.4	-1	-6	1	-3	5
36	CCOC(=O)C1(O)CC(C)=NN1C(=O)c1cccc(Cl)c1 (stereo not given)	1	3	-1	0	0.6	-7	0	-2	-7	3
37	CCN(Cc1ccc2c(c1)OCCO2)C(=O)CN1C(=O)NC2(CCCCC2)C1=O	-2	4	1	-4	1.0	7	3	0	-4	-3
38	CCCN(CCC)C(=O)C1CC(=O)OC12CCOC(C)(C)C2 (stereo not given)	-2	-2	-2	-3	-0.6	-15	0	6	1	5
39	COc1ccc(C(C)=NNS(=O)(=O)c2ccc(C)cc2)cc1OC	-1	6	3	-1	0.7	-3	5	0	3	-9
40	COc1ccc(C2/C=C\CN(S(=O)(=O)c3cccc4cccnc34)CC(=O)N2Cc2ccc(F)cc2)cc1 (stereo not given)	-1	-1	7	-2	-2.1	-1	-22	-8	3	-6
41	CCn1c(SCC(=O)Nc2ccc3c(c2)OCO3)nc2c(c1=O)SC(C)C2 (stereo not given)	2	0	3	-1	-1.0	1	0	3	-7	-5
42	CS(=O)(=O)c1ccc(NCCc2ccc(S(N)(=O)=O)cc2)c([N+](=O)[O-])c1	3	-3	0	-3	0.3	4	15	-1	-3	1
43	CCOC(=O)c1ccc(N2C(=O)[C@@H](c3ccccc3)[C@H]2c2ccccc2)cc1	1	-8	1	1	0.3	-10	-26	-5	1	-2
44	COc1cccc(/C=N/n2c(N)nc3ccccc32)c1OC	3	6	2	0	-0.9	-4	-7	-6	6	4
45	NNC(=O)CCN1CCN(C(c2ccccc2)c2ccccc2)CC1	-2	3	-2	0	-0.8	6	-35	6	5	0
46	COc1ccccc1C(=O)NC1CC(C)(C)NC(C)(C)C1	1	-2	1	-4	0.5	4	1	-12	0	-3
47	CN1C(=O)/C(=C/c2ccc(O)c([N+](=O)[O-])c2)N(C)C1=S	0	2	1	2	-4.8	7	0	0	0	15
48	N#Cc1c(NC(=O)c2ccccc2)sc2c1CCCCC2	-1	-15	4	1	-0.5	-3	-5	-5	0	-9
49	N#Cc1ccc(NC(=O)c2sc3cc(C(F)(F)F)cnc3c2-c2cccs2)cc1	0	-13	8	5	-13	-5	0	-7	-4	8
50	Cc1cc(-n2c(C)cc(C(=O)CSc3ncnc4ccccc34)c2C)no1	2	-2	1	-2	0.3	0	-25	-3	0	6
51	CCOc1ccc(CC(=NCCO)C2=C(O)CC(C)(C)CC2=O)cc1OCC	0	7	1	-3	-0.6	-8	-1	9	5	13
52	COc1cc(NC(=O)N[C@H](C(=O)O)C(C)C)cc(OC)c1	3	-1	2	6	-0.8	-11	2	-4	4	0
53	O=[N+]([O-])c1ccc(Nc2ccc3ccccc3c2)nc1	0	0	16	0	-1.1	-1	5	-3	4	3
54	COc1cc2c(cc1OC)C(O)=CC(=O)C2=O	2	21	32	2	-17	-2	4	2	-1	-3
55	COc1ccc(NC(=O)CCSc2ccc(C)cc2)cc1	0	-1	-4	-3	-0.3	-8	-2	-6	7	3
56	CC1=C(C(=O)Nc2ccccc2C)C2(CCCC2)C(C(N)=O)C(=O)N1 (stereo not given)	7	-12	1	-1	-1.2	8	-2	-8	0	-1
57	Brc1c(CSc2nc3ccccc3s2)nc2ncccn12	2	-4	-1	-4	0.1	3	0	7	-9	5
58	CCC1CCCCN1C(=O)CSc1nnc(CNC(=O)COc2ccc(Cl)cc2)o1 (stereo not given)	3	-8	-7	0	-0.7	-14	-4	0	-2	7
59	CCOC(=O)Cc1cc(=O)n2[nH]c(C)c(-c3ccc(Cl)cc3)c2n1	-2	3	34	0	-1.3	-7	2	-24	-2	-3
60	Cc1ccc2nc(CSc3nnc(-c4ccncc4)n3C)cc(=O)n2c1	3	4	-1	1	1.6	13	5	-1	-3	-8
61	COc1ccc(C(=O)NC2CC3CCCC(C2)N3Cc2ccccc2)c(OC)c1 (stereo not given)	-5	-4	-5	2	0.2	-1	4	4	4	-5
62	COc1ccc(NS(=O)(=O)c2cccc(C(=O)N3CCN(Cc4ccc5c(c4)OCO5)CC3)c2)cc1	3	-8	-2	-1	0.1	0	-5	4	-1	4
63	O=C(CCCn1c(=S)[nH]c2cc3c(cc2c1=O)OCO3)N1CCc2ccccc2C1	-2	5	2	-1	-1.9	8	-6	1	-3	7
64	COc1ccc(OCC(=O)Nc2ccccc2N2CCCCC2)cc1	-4	-5	-3	1	-4.0	12	-37	6	1	13
65	O=C(NCc1ccco1)O[C@H]1CC[C@@]23CCCN2C(=O)CCC[C@H]3C1	3	5	.	-2	.	4	.	0	.	-5
66	Cc1ccsc1C(=O)OCC(=O)NCCC1=CCCCC1	-3	1	-6	0	-0.2	6	-8	8	3	-1
67	CCN(C)C1CN(Cc2cn(Cc3ccccc3)nn2)S(=O)(=O)C1 (stereo not given)	-1	4	-1	-3	1.5	13	.	1	-1	-1
68	C=CCn1c(=NC(=O)CN2C(=O)CCC2=O)sc2cccc(OC)c21	-4	1	3	2	-0.6	-9	-1	-6	-3	5
